Screening results: PubChem BioAssay, National Center for Advancing Translational Sciences (NCATS)
Eya2 phos inh: inhibitors of human Eya2 phosphatase activity | O00167 | recombinant Eya2, OMFP fluorescence dephosphorylation (OMFP is methylfluorescein phosphate) | Potency, µM (highest dose often 76.9 µM), without a hit: at the top dose activity, negative = inhibition, most hits filed as inhibitors | 330,000 compounds, 0.006% hits | AID 488837; further: potency means the concentration at half of the fitted maximal effect
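Eya2 (0.2 uM) preincubated 10 min at ambient with compound, then OMFP substrate added at 50 uM; 10 min reaction in 50 mM HEPES pH 7.5, 50 mM NaCl, 5 uM MgCl2, 0.05% BSA, 1 mM DTT. Fluorescence read at Ex 485/Em 525 nm.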
KCNH2 3.1 inh: inhibitors of human KCNH2 3.1 potassium channel isoform | AID 720553 | U2OS KCNH2 3.1, thallium flux FluxOr; hits give low values | activity change, % (tested at about 1.8 µM) | 340,000 compounds, 0.95% hits;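 active means maximum activity change below -70%; inconclusive means maximum activity change from -70% to -50%; inactive means maximum activity change above -50%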;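 further: thallium influx rate constant from kinetic fluorescence after stimulation buffer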
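FluxOr-based Tl+ influx in U2OS cells transduced with KCNH2 3.1 virus; rate constants normalized to DMSO controls.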
uPA generation: cell surface uPA generation inhibition. cell surface uPA generation assay, qHTS. Potency, µM (highest dose often 38.3 µM), for the others: at the top dose activity change, negative = inhibition, most hits filed as inhibitors. 330,000 compounds, 0.31% hits. AID 540303; active means well fitted inhibition curve with a large enough effect; inconclusive means small, poorly fitted or top-dose-only effect; inactive means no such curve, though single readings can be large or run the other way; tested in mouse RAW 264.7 cells; further: potency means the concentration at half of the fitted maximal effect; nearly all actives have a fitted effect of over 55% in size
hERG WT inh: blocks the wildtype human KCNH2 potassium channel | Q12809 | U2OS, BacMam KCNH2, thallium flux FluxOr; hits give low values | activity change, % at 1.84 µM | 340,000 compounds, 0.37% hits | AID 720551;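 active means maximum activity change below -70%; inconclusive means maximum activity change between -70% and -50%; inactive means maximum activity change above -50%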
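U2OS cells were transduced with wild-type KCNH2 virus (2.03 x 10^8 / mL) for 4 h at room temperature, then cultured overnight at 37 C. Thallium flux was read with FluxOr dye. Rate constants were normalized to DMSO controls.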
B2AR arrestin: agonists driving beta-arrestin recruitment to human beta2-adrenergic receptor. P07550. beta-arrestin recruitment to beta2AR, cell-based reporter. Potency, µM (titrated, usually from 46.1 µM), for inactives: top-dose activation, usual class: activators. 330,000 compounds, 0.02% hits;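 further: potency means the concentration at half of the fitted maximal effect; 0% = DMSO controls and full agonism = EC100 isoproterenol or metaproterenol; nearly all actives have a fitted effect of over 65% in size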
USP2a block: USP2a (human) protease inhibition. O75604. USP2 core, Ub-CHOP2 coupled fluorogenic reporter, 485/531. Potency, µM (series often up to 38.3 µM), for the others: top-dose activity change, negative = inhibition, usual class: inhibitors. 330,000 compounds, 0.01% hits;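 further: potency means the concentration at half of the fitted maximal effect; plate controls were DMSO wells for no effect and full inhibition by NEM control for full effect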
Target sequence (O75604 whole entry, looked up): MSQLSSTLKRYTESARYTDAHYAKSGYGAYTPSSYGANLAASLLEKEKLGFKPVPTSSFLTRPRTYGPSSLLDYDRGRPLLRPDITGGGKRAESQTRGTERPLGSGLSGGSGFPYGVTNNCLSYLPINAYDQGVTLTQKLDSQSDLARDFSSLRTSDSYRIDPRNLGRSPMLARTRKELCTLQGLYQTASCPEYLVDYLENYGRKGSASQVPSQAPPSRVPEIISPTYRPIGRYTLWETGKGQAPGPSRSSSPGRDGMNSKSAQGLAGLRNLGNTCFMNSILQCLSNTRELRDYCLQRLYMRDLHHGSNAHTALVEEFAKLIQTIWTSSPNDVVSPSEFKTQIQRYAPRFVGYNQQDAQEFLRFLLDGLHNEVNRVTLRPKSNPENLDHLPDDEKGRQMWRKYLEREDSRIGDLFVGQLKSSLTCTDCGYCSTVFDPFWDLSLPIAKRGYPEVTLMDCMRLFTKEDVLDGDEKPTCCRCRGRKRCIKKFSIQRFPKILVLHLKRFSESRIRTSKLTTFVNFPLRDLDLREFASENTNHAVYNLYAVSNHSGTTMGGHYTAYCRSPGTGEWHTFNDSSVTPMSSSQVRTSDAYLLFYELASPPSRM
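Cell-free coupled assay: 10nM USP2 core preincubated 30min RT with compound in Tris-HCl pH 8.0/CaCl2/CHAPS buffer, then 25nM Ub-CHOP2 and 25nM reporter substrate; fluorescence (Ex 485/Em 531) read after 60min RT, normalized to NEM inhibition, concentration-response curves fitted.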
PKM2 activator: PKM2 (human) enzyme activation; Potency, µM (series often up to 57.5 µM), for inactives: at the top dose activation, hits mostly activators; purified PKM2, Kinase-Glo ATP luminescence, activation; response scale: 0% is enzyme alone, no compound; 260,000 compounds, 0.34% hits; further: potency means the concentration at half of the fitted maximal effect; nearly all actives have a fitted effect of over 55% in size
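Purified hPK-M2 (>95% pure) converted ADP (0.1 mM final) to ATP with 0.5 mM PEP in 50 mM imidazole pH7.2, KCl, MgCl2, Tween 20, BSA; 1 h at room temperature. ATP detected by Kinase-Glo luminescence.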
Giardia kill: Giardia lamblia killing; Giardia lamblia trophozoite viability; activity change, % at 7.66 µM, hits read low; 340,000 compounds, 0.15% hits; in the data active means activity change below about -80%; inconclusive means between about -30% and that limit;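 further: parasites exposed to compound for two days anaerobically before the ATP read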
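Giardia lamblia trophozoites (100 cells/well) were incubated with compounds for 48 h at 37 deg C under anaerobic conditions. Viability was read as ATP content by one-step luminescence after 15-30 min at room temperature.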
BCR signal inh: inhibitors of chronic active B-cell receptor signaling; ABC-DLBCL IkBa-CBG/CBR reporter, luminescence ratio, 4 h; Potency, µM (doses to about 46.1 µM), for inactives: at the highest dose ratio change, negative = lower green/red ratio, most hits filed as inhibitors; 340,000 compounds, 0.05% hits; active means well fitted inhibition curve with a large enough effect in the signal ratio, with a control signal flat, not every such curve was filed as active; inconclusive means small, poorly fitted or top-dose-only effect, or effect the other way, or a change in a side signal; the % refers to the signal ratio;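 further: potency means the concentration at half of the fitted maximal effect; plate controls were basal doxycycline-induced cells for no effect and cells given 10 µM MG132 for full effect; MG132 reads +100%, hits lower the ratio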
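TMD8 human ABC-DLBCL cells with doxycycline-inducible IκBα–green luciferase fusion and unfused red luciferase, in 0.5% FBS medium; compounds up to 46 uM, 4 h at 37C. Green/red luminescence ratio, filter-overlap corrected, fitted to concentration-response curves.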
FBPA coupling cs: coupling enzyme interference in Giardia aldolase counter-screen; coupling enzyme system counterscreen, AmpLite Red fluorescence; activity change, negative = inhibition, % at 58.2 µM, hits read low; 290,000 compounds, 0.67% hits; AID 2472; in the data active means activity change below about -30%
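Activity here indicates interference with the coupling reaction, not aldolase inhibition. Compounds at 57.5 uM final met coupling enzymes for 10 min at RT; substrate and AmpLite Red detection followed, with a 525/598 nm fluorescence read after 20 min.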
GALK inhibitor: inhibitors of human galactokinase | P51570 | Purified GALK, Kinase-Glo residual ATP luminescence | Potency, µM (titrated, usually from 57.5 µM), for the others: at the highest dose activity change, negative = inhibition, hits mostly inhibitors | 270,000 compounds, 0.007% hits | AID 1868; further: potency means the concentration at half of the fitted maximal effect
Target sequence (P51570 whole entry, looked up): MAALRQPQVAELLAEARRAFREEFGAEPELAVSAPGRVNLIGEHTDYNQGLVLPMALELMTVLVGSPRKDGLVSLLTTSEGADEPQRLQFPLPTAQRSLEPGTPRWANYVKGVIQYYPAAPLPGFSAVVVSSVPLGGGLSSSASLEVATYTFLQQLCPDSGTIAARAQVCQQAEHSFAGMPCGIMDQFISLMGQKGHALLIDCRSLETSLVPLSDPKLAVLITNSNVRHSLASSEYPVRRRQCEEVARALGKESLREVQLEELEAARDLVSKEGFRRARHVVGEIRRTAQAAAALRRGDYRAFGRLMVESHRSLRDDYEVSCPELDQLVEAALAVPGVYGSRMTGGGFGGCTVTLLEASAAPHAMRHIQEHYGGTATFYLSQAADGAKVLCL
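Luminescence from leftover ATP (Ultra-Glo luciferase/luciferin) served as read-out after a 1 h room-temperature reaction of 5 nM GALK with 35 uM ATP and 100 uM galactose.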
Numbers without * were called inactive; ? = inconclusive; / = not tested or not shown; [ ] = dose if it differs, or a comment. Unless noted, the call rests on the fitted dose curve; in most records, active means well fitted curve in the direction sought with a large enough effect; inconclusive means small, poorly fitted or top-dose-only effect, or another doubt; inactive means no such curve, though single readings can be large; an effect the other way counts as inactive or inconclusive. Unless noted, on the % scale 0 is the no-effect control and ±100 the full control effect.

SMILES,Eya2 phos inh,KCNH2 3.1 inh,uPA generation,hERG WT inh,B2AR arrestin,USP2a block,PKM2 activator,Giardia kill,BCR signal inh,FBPA coupling cs,GALK inhibitor
CC(C)CN(C(=O)CSc1nnc(C2CC2)n1-c1ccccc1)C1CCS(=O)(=O)C1 (configuration not stated),2%,3,-10%,-6,-0.1%,-1%,/,-3,0%,/,/
Cc1cc(C)cc(NC(=O)c2sc3nc4n(c(=O)c3c2C)CCC4)c1,-9%,-3,-8%,0,0.0%,5%,/,4,0%,-1,7%
Cc1noc(C)c1S(=O)(=O)N(CC(=O)N1CCn2c1nc1ccccc12)c1ccc(C(C)C)cc1,20%,5,-10%,1,1.1%,2%,-2%,-28,0%,-2,3%
Cc1ccc2c(c1)N(CC(=O)N1CCCCCC1)C(=O)C(C)O2 (configuration not stated),8%,-3,0%,5,-0.1%,-1%,3%,-5,-3%,4,0%
O=C(NN=C1CCN(Cc2ccccc2)CC1)c1cccc(S(=O)(=O)Nc2ccccc2Cl)c1,8%,-17,2%,1,-1.2%,-1%,6%,3,0%,7,1%
CCCc1cc(C(=O)Nc2sc3c(c2C(=O)OCC)CCCC3)no1,-7%,0,2%,-3,-0.4%,2%,-2%,14,2%,3,1%
O=C1C=C(Nc2cccc(O)c2)CC(c2ccco2)C1 (configuration not stated),2%,0,-2%,4,-0.2%,-1%,27%,14,?,5,0%
CN1CCN(C(=O)c2cccc(S(=O)(=O)N3CCCC3)c2)CC1,-2%,-1,3%,-12,-2.5%,1%,/,5,1%,/,/
O=C(CSc1nnc(Cc2ccccc2)o1)Nc1ccccc1,2%,14,-1%,4,-0.2%,1%,?,0,-5%,-2,2%
COc1ccc(C(=O)NNc2cc(C)nc(NNC(=O)c3ccc(OC)cc3)n2)cc1,-18%,-8,5%,4,-1.1%,1%,-10%,-3,?,2,5%
O=C(CCc1nnc(CCCc2ccccc2)o1)NCCCC1CCCC1,-5%,9,0%,1,-0.8%,0%,-6%,21,-18%,3,3%
CCn1c(=S)sc2c(=O)n(CC(=O)Nc3cccc(Br)c3)c(C)nc21,4%,27,6%,1,-0.1%,0%,/,?,?,/,1%
CCC(C)[C@H](N)c1cn([C@@H](Cc2ccc(O)cc2)C(=O)N2CCNCC2)nn1 (some centres not stated),16%,12,9%,-2,-0.6%,1%,-1%,12,-1%,2,1%
Cn1c2ccccc2c2cc(C(=O)NNS(=O)(=O)c3ccc(F)cc3)sc21,3%,4,-1%,-6,-0.9%,4%,-3%,4,?,0,-1%
COc1cc(CC(=O)OCC(=O)c2c[nH]c3ccccc23)cc(OC)c1OC,-4%,-14,?,3,0.4%,3%,/,-21,?,/,/
O=C(CCNC(=O)Cn1ccc2ccccc2c1=O)NCc1ccccn1,-13%,1,8%,1,0.0%,0%,0%,0,-14%,-2,-2%
O=C(N/N=C1\CC(c2ccccc2)Oc2ccccc21)c1ccc(O)cc1 (configuration not stated),-6%,-1,-1%,3,-1.0%,?,-2%,-4,?,-4,6%
CCc1sc(C(=O)Nc2ccc3c(c2)OCO3)cc1C,-5%,4,1%,-21,-0.3%,-4%,/,-3,0%,/,/
COc1ccc(OC)c(NC(=O)CSc2nnc(-c3ccco3)o2)c1,-5%,19,5%,-23,-0.3%,-2%,-1%,-23,-4%,-4,1%
COc1ccc([C@H]2CC(=O)C=C(c3ccc(OC)c(OC)c3)C2)cc1,5%,-17,6%,-21,0.0%,-2%,/,12,2%,/,/
COCC(=O)OCC(=O)Nc1cc([N+](=O)[O-])ccc1Cl,2%,-1,11%,7,-0.8%,2%,4%,-28,-20%,1,1%
CN(C)S(=O)(=O)c1ccc(N2CCCC2)c(C(=O)N2CCN(S(=O)(=O)c3ccc(F)cc3)CC2)c1,0%,7,-5%,-7,2.9%,-1%,/,5,0%,/,/
COc1ccc(-n2ncc3c2CC(C)(C)CC3NC(=O)CCN2CCCCC2=O)cc1 (configuration not stated),6%,-2,-4%,1,-1.5%,-1%,/,-21,1%,/,2%
Cc1nnc(NC2=NCCC2)s1,26%,0,4%,4,-1.1%,-1%,-5%,-1,-2%,4,7%
COc1cc(CN2CCCC(C(=O)c3ccc4c5c(cccc35)CC4)C2)cc(OC)c1O (configuration not stated),-2%,9,?,6,-0.6%,-1%,12%,5,-28%,-39*,12%
CSc1nc(-c2ccc(Cl)cc2)nc(N)c1C#N,-5%,2,1%,4,-0.7%,2%,-3%,-21,?,1,-2%
Cc1cc(C)cc(NC(=S)NCCN(C2CCCCC2)C2CCCC2)c1,-16%,-14,-2%,2,-0.3%,-12%,1%,-7,?,1,1%
O=C1NCCN/C1=C\C(=O)c1ccc(Cl)cc1,-10%,30,-4%,1,-0.4%,16%,0%,3,?,0,0%
CCOC(=O)C1C(=O)CC(C)(O)C(C(=O)OCC)C1c1ccco1 (configuration not stated),18%,-4,10%,-6,0.3%,0%,-1%,-10,?,2,-3%
CCCn1cnc2sc(CC)cc2c1=O,9%,-23,-2%,-4,-3.2%,0%,-7%,2,5%,3,/
COC(=O)c1[nH]c(C)c(/C(O)=C2\C(=O)C(=O)N(CCN(C)C)C2c2cccc(OC)c2OC)c1C (configuration not stated),-1%,12,/,-9,0.2%,-1%,-13%,6,?,1,-4%
CCOc1ccc(C2C(C(=O)c3ccco3)=C(O)C(=O)N2CCN(C)C)cc1 (configuration not stated),-6%,/,/,/,0.0%,1%,-9%,/,-9%,0,1%
Cc1ccc(Oc2coc3cc(O)ccc3c2=O)cc1,6%,-4,-9%,20,0.2%,1%,/,15,2%,10,-12%
O=C1CCCN1CCCNC(=S)Nc1ccc(F)cc1,7%,13,-6%,9,-0.3%,3%,-6%,-5,-1%,1,-3%
CC(=O)Nc1ccc2c(c1)N(S(=O)(=O)c1cccs1)CCC2,-10%,-5,-3%,-14,-0.5%,1%,/,22,-6%,/,/
C(=N\c1nc2ccccc2[nH]1)/c1cccs1,1%,-9,2%,-7,-0.8%,1%,-6%,11,-1%,1,6%
C#CCOC(=O)Nc1cnccc1C(F)(F)F,3%,-19,2%,-14,-0.8%,3%,2%,-5,-16%,0,-2%
Cc1c(NS(=O)(=O)c2ccc3c(c2)NC(=O)CC(=O)N3)cccc1[N+](=O)[O-],-1%,7,4%,-7,-0.3%,1%,/,-30,3%,/,-1%
COc1cc(=O)oc(CCC(C)O)c1C (configuration not stated),0%,11,14%,5,0.2%,0%,/,-3,2%,/,/
COc1ccc(/C(C)=N/NC(=O)CN(c2ccc(OC)cc2)S(=O)(=O)c2ccccc2)cc1,17%,8,-5%,4,0.3%,1%,/,0,4%,-1,-2%
Nc1c(C(=O)N2CCCCC2)sc2nc3c(cc12)CCCC3,0%,15,2%,-3,-0.3%,1%,3%,3,9%,-9,-1%
COC(=O)c1cnc(Nc2ccc(Cl)cc2)c([N+](=O)[O-])c1,-15%,-1,4%,-2,-0.6%,1%,-1%,-18,5%,4,-2%
CCc1ccccc1N1C[C@@]23C=C[C@@H](O2)C(C(=O)OCC(C)C)[C@H]3C1=O (some centres not stated),17%[15.4 µM],-12,/,-2,-1.0%,3%,-2%,4,?,4,2%
COc1ccc(-n2nc(C)c3c(=O)c4c([nH]c32)CCCC4)cc1,1%,-22,1%,-12,0.3%,1%,/,-14,0%,-2,/
COc1ccc(C2CC(c3ccc(C)o3)=NN2C(C)=O)cc1 (configuration not stated),-4%,15,-3%,3,-0.9%,3%,9%,16,0%,-1,2%
CCC(CC)C(=O)N1CCN(c2ccccc2)CC1,7%,-1,5%,4,-0.1%,2%,-1%,12,-1%,1,-2%
Cc1cccc(CCNC(=O)CN(C)S(=O)(=O)c2cnc[nH]2)c1,2%,4,1%,1,-0.3%,5%,-2%,6,-7%,0,/
COc1ccc(-c2nn(CC(=O)Nc3ccc(Cl)c(Cl)c3)c(=O)c3ccccc23)cc1,-16%,-37,5%,9,0.2%,2%,-4%,-20,7%,/,-3%
CC1CC(CC(=O)NC(=S)Nc2ccccc2Cl)C(=O)O1 (configuration not stated),-1%,17,3%,1,-0.1%,3%,-1%,4,-1%,3,8%
Cc1cccc(C)c1N1C(=O)CN(Cc2ccccc2)C1=S,-6%,5,1%,-1,-0.3%,1%,/,-25,0%,1,-3%
Cc1c(N=C/C=C/c2ccccc2)c(=O)n(-c2ccccc2)n1C,3%[15.4 µM],7,/,14,-1.0%,2%,0%,-6,0%,2,0%
Cc1ccc(NC(=O)CSc2nnc(Cc3csc(C)n3)o2)cc1,-1%,14,3%,-6,-0.6%,0%,/,-1,?,/,/
Cc1ccc(C(=O)O)cc1NC(=O)C1=CSCCO1,0%,0,1%,-6,0.2%,0%,/,27,-11%,2,-4%
